High-throughput results deposited in PubChem by several laboratories.
bIAP act = increases bovine intestinal alkaline phosphatase activity; purified bovine IAP, CDP-star luminescence, 30 min; hits give high values; fold of DMSO-control signal, blank-subtracted; activation factor at 20 µM; actives 0.17% (n = 200,000); AID 1016;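 active = activation factor of 2 or more at 20 µM, a signal rise over negative controls twice the positive control's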
TNAP inh noacc = blocks human TNAP activity with no phosphate acceptor present | P05186 | purified TNAP, CDP-star luminescence, 30 min | inhibition, % at 20 µM | actives 0.26% (n = 200,000);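 active = tissue-nonspecific alkaline phosphatase inhibition above about 50% at 20 µM in the single-dose screen, limit read from the data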;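 also: 0% = DMSO negative control and 100% = EDTA positive control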
Target sequence (P05186 whole entry, looked up): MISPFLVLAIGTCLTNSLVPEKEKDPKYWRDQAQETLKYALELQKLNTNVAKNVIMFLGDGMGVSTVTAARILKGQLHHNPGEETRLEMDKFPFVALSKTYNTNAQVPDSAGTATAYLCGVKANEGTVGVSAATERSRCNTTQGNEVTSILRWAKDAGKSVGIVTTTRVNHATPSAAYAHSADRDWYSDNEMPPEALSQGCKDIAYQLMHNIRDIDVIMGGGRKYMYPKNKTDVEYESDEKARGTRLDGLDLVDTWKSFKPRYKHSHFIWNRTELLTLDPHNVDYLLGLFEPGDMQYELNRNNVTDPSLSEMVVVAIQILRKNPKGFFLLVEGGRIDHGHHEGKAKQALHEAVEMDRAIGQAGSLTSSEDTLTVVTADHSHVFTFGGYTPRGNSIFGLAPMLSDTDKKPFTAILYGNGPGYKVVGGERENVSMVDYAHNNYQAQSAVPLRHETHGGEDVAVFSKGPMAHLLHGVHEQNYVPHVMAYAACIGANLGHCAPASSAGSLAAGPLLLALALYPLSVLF
PMI activator = phosphomannose isomerase (human) activation. P34949. AID 1214. actives 0.005% (n = 190,000). purified human PMI, coupled resazurin fluorescence, 20 min; hits give high values; 1 = vehicle control, 0 substrate-free wells. activation factor at 20 µM;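 active = activation factor of 2 or more at 20 µM, relative to plate controls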
Target sequence (P34949 whole entry, looked up): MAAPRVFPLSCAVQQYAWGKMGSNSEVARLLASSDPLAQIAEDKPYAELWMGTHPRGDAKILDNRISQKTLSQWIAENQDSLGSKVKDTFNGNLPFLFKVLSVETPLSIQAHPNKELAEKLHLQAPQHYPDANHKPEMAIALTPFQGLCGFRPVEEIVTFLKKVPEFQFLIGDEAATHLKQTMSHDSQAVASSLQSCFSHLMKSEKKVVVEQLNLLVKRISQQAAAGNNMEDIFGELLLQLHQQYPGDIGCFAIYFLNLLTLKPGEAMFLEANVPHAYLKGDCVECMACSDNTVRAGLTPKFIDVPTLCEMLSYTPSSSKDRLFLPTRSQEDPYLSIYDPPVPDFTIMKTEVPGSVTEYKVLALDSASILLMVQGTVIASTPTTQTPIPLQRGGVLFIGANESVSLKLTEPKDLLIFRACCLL
PMI act satM6P = activators of human phosphomannose isomerase at near-saturating mannose 6-phosphate | P34949 | coupled PMI enzyme assay, resazurin fluorescence, 20 min; hits give high values; 1 = untreated enzyme, 0 = substrate-free blank | activation factor at 20 µM | actives 0.34% (n = 190,000) | AID 1216;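 active = activation factor of 2 or more at 20 µM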
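Material: human phosphomannose isomerase with PGI, G6PDH, diaphorase coupling enzymes. Quantity: 15 ng/mL PMI. Medium: HEPES pH 7.4 buffer with MgCl2 and Tween-20. Reagent: Near-saturating mannose-6-phosphate, 1.0 mM. Compound: 20 µM single dose. Times: enzyme reaction with compound 20 min at room temperature. Detection: resorufin fluorescence at Ex 544/Em 590 nm.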
FLuc act counter = firefly luciferase counter-screen for stimulation assays | P08659 | ATPlite luciferase biochemical, luminescence, 10 min; 0 = ATP-free wells, 1 = DMSO control | activation factor at 10 µM | 200,000 tested, under 10 active;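 active = luciferase activation factor, scaled between plate controls, of at least 2 with compound at 10 µM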
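System: luciferase plus luciferin reagent, cell-free; medium: PBS as buffer for the ATP substrate; dosing: test compounds dosed from 2 mM stocks in 100% DMSO; timing: 10 min post-reagent at room temperature; measured by: luminescence measurement of luciferase light output; evaluation: luciferase activation, seen as luminescence increase over controls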
APP 5'UTR act = APP 5'UTR luciferase reporter activation | SH-SY5Y APP 5'UTR luciferase reporter, luminescence; zero percent = DMSO vehicle wells | actives 1% (n = 190,000) | AID 1276 | activation, % at 2 µM;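 active = activation above a set limit, based on mean plus 3 SD of controls, cut at about 140% in these data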; also: values of inactives mirror those of a sister screen read the other way
TNAP act hi DEA = TNAP (human) activation, high acceptor; P05186; purified TNAP, CDP-star luminescence, 1 M DEA, 30 min; hits give high values; 0 = EDTA background, 1 = DMSO-only activity; activation factor at 20 µM; 200,000 tested, under 10 active;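 active = activation factor at least 2 at 20 µM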
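Assay system: human TNAP; Input: enzyme diluted 1/800 final; Reagent: CDP-star luminogenic substrate at 100 µM final; Timing: 30 min, room temperature; Signal: luminescence; Evaluation: TNAP activation factor scaled between EDTA and DMSO control wells.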
TNAP inh hiacc = inhibitors of human TNAP at high phosphate acceptor concentration | P05186 | actives 0.03% (n = 200,000) | AID 1135 | inhibition, % at 20 µM | purified TNAP, CDP-star luminescence, 1 M DEA;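 active = over 50% inhibition of tissue-nonspecific alkaline phosphatase at 20 µM in the single-dose screen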;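 also: plate controls were DMSO wells for no effect and EDTA-quenched wells as full inhibition for full effect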
NF-kB expr up = NF-kB expression increase, human neuronal cells; actives 1.6% (n = 190,000); NF-kB reporter expression; hits give high values; AID 1239; fold change at 12.5 µM; in the data active = fold change above about 3.3
FLuc inh counter = Photinus pyralis luciferase inhibition counter-screen | P08659 | ATPLite firefly luciferase biochemical luminescence, 10 min | inhibition, % at 10 µM | actives 1.5% (n = 200,000);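 active = inhibition above about 50% when tested at 10 µM, limit read from the data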
* hit, by the source's call; . = no result given.

Results follow in this order: PMI activator	TNAP inh noacc	APP 5'UTR act	bIAP act	FLuc inh counter	NF-kB expr up	FLuc act counter	TNAP act hi DEA	PMI act satM6P	TNAP inh hiacc
#1 CC(C)CC(c1nnnn1C(C)C)N1CCN(c2ccccc2)CC1 (stereo not given)
 : 1	2	-24	1	-9	1.1	1.1	1	1	-4
#2 O=C1C2CCCN2C(=O)N1CCCN1CCN(c2cccc(Cl)c2)CC1 (stereo not given)
 : 1.1	-10	5	1	-9	0.91	1.1	1	1	-5
#3 O=C(c1ccc(Cl)c(Cl)c1)N1CCCC1
 : 1.1	2	18	1	-4	0.98	1	1	1.1	-3
#4 O=C(NC1CCCCC1)N(Cc1ccccc1)Cc1ccco1
 : 0.9	-4	-2	1	-3	0.98	1	1	0.9	-1
#5 COc1ccc(OC)c(N(CC(=O)Nc2cccnc2)S(=O)(=O)c2ccccc2)c1
 : 1	-9	7	1.1	-9	0.79	1.1	1	1.1	-4
#6 C/C(=N\N1CCN(Cc2ccc(C)cc2)CC1)c1ccco1
 : 1	-4	8	1.2	-1	1	1	1	0.9	0
#7 Cc1noc(N)c1C(=O)Nc1ccccc1F
 : 1	-15	-1	1	-6	1.3	1.1	1	1.1	-4
#8 Cc1cc(C)c(NC(=O)C2C3/C=C\CCCCC32)c(C)c1 (stereo not given)
 : 1	-15	0	1	-4	1.3	1	1.1	1	-7
#9 N#CC1=C(SCc2ccccc2)NC(=O)CC1c1ccccc1 (stereo not given)
 : 1	-8	-6	1	-5	1.2	1.1	1	0.8	-4
#10 CN(C)S(=O)(=O)c1ccc(C(=O)Oc2ccccc2)cc1
 : 0.9	-10	13	0.9	-6	1.2	1.1	1	0.9	-2
#11 COc1cc(/C=N/OCC(=O)NC2CCS(=O)(=O)C2)ccc1OC(F)F (stereo not given)
 : 1.1	-1	13	1.1	0	1	1	1.1	1	-7
#12 CCOC(=O)c1cc(NC(=O)C2C3CCC(O3)C2C(=O)O)cc(C(=O)OCC)c1 (stereo not given)
 : 1.1	3	-5	1	3	0.78	1	1	1.1	0
#13 CCOc1cc(CNc2ccc(S(N)(=O)=O)cc2)cc(Cl)c1OC
 : 1	2	-7	1	-4	1	1	1	1	1
#14 COc1ccc(CCN2C(=O)CC(N3CCOCC3)C2=O)cc1 (stereo not given)
 : 1	-12	1	0.9	-2	0.86	1	1	1	0
#15 CC1c2c([nH]c3ccccc23)CCC1C(=O)O (stereo not given)
 : 1.1	-14	-3	1	-6	0.88	1.1	1	1	0
#16 CN1CCc2nc3ccccc3c(C(=O)OCC(=O)N(CCC#N)c3ccccc3)c2C1
 : 1.3	-9	-15	1.1	-7	0.34	1.1	1	1.1	-5
#17 C/C(=N\NC(=O)CCc1c[nH]c2ccccc12)c1cccc([N+](=O)[O-])c1
 : 0.9	-3	-4	0.8	-10	1.1	1.1	1	0.8	-1
#18 CCS(=O)(=O)N1CCN(c2nc(-c3ccccc3)cs2)CC1
 : 1	-3	3	0.9	2	1.6	1	1	1	-1
#19 COc1ccc(CNC(=O)COC(=O)C2CCN(S(=O)(=O)c3ccccc3C(F)(F)F)CC2)cc1
 : 0.9	-18	-5	0.8	0	1	1	1	1	-2
#20 CC1CCN(S(=O)(=O)c2ccc(C(=O)Nc3nnc(-c4ccccn4)o3)cc2)CC1
 : 1.3	-15	-18	1.4	3	0.85	1	1	1.2	-1

Four of the compounds above, screen by screen:
20. CC1CCN(S(=O)(=O)c2ccc(C(=O)Nc3nnc(-c4ccccn4)o3)cc2)CC1
8. Cc1cc(C)c(NC(=O)C2C3/C=C\CCCCC32)c(C)c1 (stereo not given)
16. CN1CCc2nc3ccccc3c(C(=O)OCC(=O)N(CCC#N)c3ccccc3)c2C1
11. COc1cc(/C=N/OCC(=O)NC2CCS(=O)(=O)C2)ccc1OC(F)F (stereo not given)
assay / entry,20,8,16,11
PMI activator,1.3,1,1.3,1.1
TNAP inh noacc,-15,-15,-9,-1
APP 5'UTR act,-18,0,-15,13
bIAP act,1.4,1,1.1,1.1
FLuc inh counter,3,-4,-7,0
NF-kB expr up,0.85,1.3,0.34,1
FLuc act counter,1,1,1.1,1
TNAP act hi DEA,1,1.1,1,1.1
PMI act satM6P,1.2,1,1.1,1
TNAP inh hiacc,-1,-7,-5,-7

Continuation:
Results follow in this order: PMI activator	TNAP inh noacc	APP 5'UTR act	bIAP act	FLuc inh counter	NF-kB expr up	FLuc act counter	TNAP act hi DEA	PMI act satM6P	TNAP inh hiacc
#21 CC(=O)OC1OCCOC1NC(=S)Nc1cccc(C(F)(F)F)c1 (stereo not given)
 : 1	7	-13	1.2	-6	0.97	1.1	1	1	-5
#22 N=C1C(=O)OCC1c1ccccc1NC(=O)c1ccccc1 (stereo not given)
 : 1.1	-12	-8	0.9	-9	1.2	1.1	1	1.2	-3
#23 CCOC(=O)/C=C/C(=O)N1CCc2ccccc21
 : 1	-14	-2	0.9	19	1.1	0.8	1.1	1.1	-6
#24 O=C(NC12CC3CC(CC(C3)C1)C2)c1cc2nc(-c3ccco3)cc(C(F)(F)F)n2n1
 : 0.9	-6	8	0.9	-4	0.43	1	1.1	0.9	-6
#25 C=CCOC(=O)C1=C(C)NC2(O)c3ccccc3C(=O)C12O (stereo not given)
 : 1	1	2	1	-10	0.92	1.1	1.1	0.8	-7
#26 O=C(NC1CCS(=O)(=O)C1)C12CC3CC(CC(C3)C1)C2 (stereo not given)
 : 1	-11	6	0.9	-2	0.84	1	1	0.9	-2
#27 O=C(c1ccccc1)N1CCCC(c2nc3c(nnn3Cc3ccccc3)c(=O)[nH]2)C1 (stereo not given)
 : 1	7	-5	1	-7	1.2	1.1	1	1	-3
#28 Fc1cccc(NC(=S)NNc2c3ccccc3nc3ccccc23)c1
 : 1.4	34	-54	0.7	6	0.73	0.9	0.7	2.1*	33
#29 COc1cc2c(=O)n(CCCN3CCOCC3)c(=S)[nH]c2c(OC)c1OC
 : 1.1	-10	14	0.9	-8	1.1	1.1	1.1	1	-6
#30 COc1ccc(C(=O)NNC(=O)CSc2ccccc2)cc1
 : 0.9	-51	10	1.2	1	1	1	1.1	1	-5
#31 CCOC(=O)c1ccc(N/C=C\C(=O)c2cccc(OC)c2)cc1
 : 1.1	-18	25	1	11	1.3	0.9	1	1	-2
#32 O=C1CCC(C(=O)Nc2cccc(C(F)(F)F)c2)N1 (stereo not given)
 : 1	-22	4	0.9	-6	.	1.1	1.1	1	-10
#33 O=C1CC(c2ccccc2)C(C(=O)O)N1 (stereo not given)
 : 1	-10	-6	0.9	-2	1.2	1	1	1	-1
#34 CCCc1nc2ccccc2c(=O)n1/N=C/c1c(C)[nH]n(-c2ccc(C)cc2)c1=O
 : 1.2	-13	12	1.3	16	0.93	0.8	1.1	1.2	-6
#35 COc1ccccc1CC(=O)NC1CCC(C)CC1 (stereo not given)
 : 1	-2	20	1.1	-2	0.95	1	1	1	4
#36 CN1CCOCCOCCN(C)C1=O
 : 1.1	-9	-12	0.9	-8	1	1.1	1	1.1	-5
#37 Cc1cc(C)nc(/N=C(/NC(=O)c2ccccc2)Nc2ccccc2)n1
 : 1	-11	-4	0.8	-9	1.1	1.1	1.1	1	-7
#38 COc1cccc(-c2nc(N3CCN(c4ccccc4)CC3)c3ccccc3n2)c1O
 : 0.9	-1	-4	1.1	-3	0.94	1	1	0.8	-1
#39 CCCCOc1ccc(CSc2nncn2N)cc1
 : 1	-9	20	0.9	9	2	0.9	1	0.9	-2
#40 Cc1cc(C)cc(NS(=O)(=O)c2ccc3[nH]cc(C(=O)NCc4ccco4)c(=O)c3c2)c1
 : 0.8	-6	0	1.1	-4	0.61	1	1	0.9	0

(listing goes on)
Results follow in this order: PMI activator	TNAP inh noacc	APP 5'UTR act	bIAP act	FLuc inh counter	NF-kB expr up	FLuc act counter	TNAP act hi DEA	PMI act satM6P	TNAP inh hiacc
#41 O=c1nc2n(c3c1oc1ccccc13)Cc1ccccc1-2
 : 0.9	-6	30	1	1	1.2	1	1.1	0.8	-6
#42 Cc1cnn(C(=S)NCCc2ccccc2)c1
 : 0.9	-3	11	0.7	2	1.5	1	1	0.9	-4
#43 Nc1ccc(-c2cc(-c3ccc(N)cc3)nc(-c3ccccc3)n2)cc1
 : 1.1	-2	-4	1	1	1.4	1	1	1.2	0
#44 COc1ccc(-c2nnc(SCC(=O)Nc3ccc(Cl)cc3)n2C)cc1
 : 1.1	-1	13	1.1	-8	1.4	1.1	1	1.1	2
#45 COc1cccc(OCc2nnc(SCC(=O)N3c4ccccc4Sc4ccc(Cl)cc43)o2)c1
 : 0.9	-21	17	0.9	-2	0.86	1	1	0.9	-3
#46 Cc1ccc(-n2c(Cc3cccn3C)nnc2SCC(=O)NCc2ccc3c(c2)OCO3)cc1
 : 0.8	-10	10	1	-8	1.1	1.1	1.1	0.9	-8
#47 Cc1ccc2c(n1)CC(C)(C)C/C2=N\O
 : 1.1	-5	-6	1.1	0	1.1	1	1	1.1	1
#48 Cc1ccc(S(=O)(=O)N2CN(Cc3ccco3)c3nc4ccccc4nc32)cc1C
 : 1.3	8	4	1	-7	0.93	1.1	1	1.4	0
#49 CNC(=S)Nc1cccc2[nH]ncc12
 : 1	1	8	0.8	-5	0.99	1	1	1	0
#50 CC(=O)Nc1cc(C(F)(F)F)ccc1Oc1cccc(Br)c1
 : 1	-11	0	0.9	-4	1.5	1	1.1	1	-7
#51 O=[N+]([O-])c1ccc(Nc2ccccc2)nc1
 : 1	-11	16	0.9	-5	1.1	1.1	1	1	1
#52 Cc1c(NC(=O)c2cnn3c2NC(c2ccccc2)CC3C(F)(F)F)c(=O)n(-c2ccccc2)n1C (stereo not given)
 : 1.1	-16	8	1.1	-6	1.1	1.1	1	1.1	-4
#53 O=C(O)CS/C(=C\c1ccc(F)cc1)c1nc2ccccc2s1
 : 1.1	-10	24	1.1	9	0.87	0.9	1	1	0
#54 COC(=O)c1cccn(CC(=O)c2ccc(Cl)cc2)c1=O
 : 1	-11	13	0.9	10	1.1	0.9	1.1	1	-8

Compounds as they come; about 3.6% have a hit in one of these screens.
